Compound activity deposited in PubChem by several laboratories.
Anthrax LF inh2 = anthrax lethal factor protease inhibition | multiplex microsphere protease cleavage assay, LF | P15917 | hit rate 0.12% among 360,000 | inhibition, % at 10 µM; also: plate controls were buffer without enzyme for full effect and enzyme alone for no effect
BoNT-F LC inh = BoNT F light chain protease inhibition. Multiplex microsphere protease cleavage assay, flow cytometry. inhibition, % at 10 µM. hit rate 0.22% among 360,000; in the data active = inhibition above about 35%, passing the limit was not always enough; inconclusive = no clear call, values can overlap the other calls; also: plate controls were buffer without enzyme for full effect and enzyme alone for no effect
PfHsp40 rescue = rescue of PfHsp40-mediated yeast toxicity; S. cerevisiae expressing PfHsp40, growth rescue, ATP luminescence; growth rescue, % at 12.5 µM; hit rate 0.68% among 340,000; AID 504582; in the data active = growth rescue above about 28%, passing the limit was not always enough; inconclusive = no clear call, values can overlap the other calls;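 also: yeast W303a lacking pdr1 and pdr3 grown in galactose medium; growth measured after three days at 30 °C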
BoNT-A LC inh2 = blocks Botulinum neurotoxin A light chain protease; multiplex microsphere protease substrate cleavage, flow cytometry; AID 588499; inhibition, % at 10 µM; hit rate 0.17% among 360,000; also: plate controls were buffer without enzyme for full effect and enzyme alone for no effect
FadD28 binding = blocks FadD28 binding to the bisubstrate probe | fluorescence polarization | inhibition, % at 12.5 µM | hit rate 0.22% among 360,000; in the data active = inhibition above about 8.5%, passing the limit was not always enough; inconclusive = no clear call, values can overlap the other calls
Mtb UGM inh = Mtb UDP-galactopyranose mutase inhibition; purified UGM, fluorescence polarization probe displacement; P9WIQ1; inhibition, % at 10 µM; hit rate 0.06% among 320,000; in the data active = inhibition above about 10%, passing the limit was not always enough; inconclusive = no clear call, values can overlap the other calls
Target sequence (P9WIQ1 whole entry, looked up): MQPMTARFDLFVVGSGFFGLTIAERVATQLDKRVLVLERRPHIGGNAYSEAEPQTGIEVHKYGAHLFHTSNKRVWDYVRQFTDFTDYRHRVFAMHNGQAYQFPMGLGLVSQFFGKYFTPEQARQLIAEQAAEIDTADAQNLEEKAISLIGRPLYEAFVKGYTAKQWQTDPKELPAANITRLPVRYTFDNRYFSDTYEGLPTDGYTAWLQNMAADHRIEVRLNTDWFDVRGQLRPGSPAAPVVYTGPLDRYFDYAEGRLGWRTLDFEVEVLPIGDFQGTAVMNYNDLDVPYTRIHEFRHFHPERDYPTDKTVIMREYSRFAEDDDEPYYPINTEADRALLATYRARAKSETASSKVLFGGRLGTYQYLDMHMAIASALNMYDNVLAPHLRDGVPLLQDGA
BioA inh = BioA (M. tuberculosis) enzyme inhibition | purified M. tuberculosis BioA enzyme, plate reader | inhibition, % at 9.99 µM | hit rate 0.096% among 360,000 | AID 602481; in the data active = inhibition above about 40%; inconclusive = no clear call, values can overlap the other calls
Mtb FBA inh = Mtb fructose-bisphosphate aldolase inhibition; AID 588726; hit rate 2.3% among 360,000; purified M. tuberculosis FBA, fluorescence read-out; inhibition, % at 1 µM; in the data active = inhibition above about 27%;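 also: 0% = vehicle and 100% = reference inhibitor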
Target sequence (P9WQA3 whole entry, looked up): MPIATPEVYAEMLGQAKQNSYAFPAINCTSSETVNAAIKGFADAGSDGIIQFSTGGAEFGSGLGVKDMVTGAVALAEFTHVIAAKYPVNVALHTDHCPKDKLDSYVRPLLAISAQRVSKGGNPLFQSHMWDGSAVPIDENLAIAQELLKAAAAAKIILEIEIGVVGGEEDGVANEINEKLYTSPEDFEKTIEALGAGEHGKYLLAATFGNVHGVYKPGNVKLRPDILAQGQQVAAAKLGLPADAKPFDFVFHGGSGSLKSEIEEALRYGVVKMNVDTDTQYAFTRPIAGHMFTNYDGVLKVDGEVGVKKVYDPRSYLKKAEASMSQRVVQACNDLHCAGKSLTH
GDH-TPI counter = counter-screen for M. tuberculosis FBA inhibitors: GDH-TPI coupled enzymes; hit rate 1.2% among 360,000; inhibition, % at 4.8 µM; GDH-TPI coupled enzyme counterscreen, NADH absorbance; AID 588335; in the data active = inhibition above about 30%;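 also: 0% = DMSO wells and 100% = wells lacking the enzyme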
Active calls of the source: *; ? = inconclusive; / = no result given. Rule as the data show it, unless noted: active = inhibition above about 30%; inconclusive = no clear call, values can overlap the other calls; inactive = below that.

SMILES	Anthrax LF inh2	BoNT-F LC inh	PfHsp40 rescue	BoNT-A LC inh2	FadD28 binding	Mtb UGM inh	BioA inh	Mtb FBA inh	GDH-TPI counter
O=C(/C=C/Nc1ccc(Br)cc1F)c1ccco1	-1	0	1.7	-0.3	-2.3	1.1	-0.4	-2	9
Cc1nc(CSc2ccccc2)cc(=O)[nH]1	0	4	-0.5	0.1	0.5	-1.6	-4.3	4	3
CCCN(CC(=O)Nc1ccccc1C)C(=O)c1ccc(N2CCCC2)c([N+](=O)[O-])c1	4	-4	-0.2	4.3	-2.5	-1.3	-1.6	-4	0
COc1cccc(-c2nc(CS(=O)(=O)CC(=O)N3CCOCC3)c(C)o2)c1	/	/	-1.3	/	0.2	2.7	-2.3	1	4
CCNC(=O)N1CCOCC1	-2	-5	-1.7	0.3	-1.0	0.2	/	2	8
COC(=O)Nc1ccc(S(=O)(=O)Nc2cc(OC)nc(OC)n2)cc1	-2	10	-1.8	1.6	-4.9	-1.5	-1.0	0	-4
Cc1cc(C)cc(-n2ncc3c2CCCC3NC(=O)CCN2Cc3ccccc3C2=O)c1 (configuration not stated)	0	-3	7.5	-1.0	-4.3	-2.4	0.2	-3	3
Cn1c(=O)c2nc(NCc3ccccc3)sc2n(C)c1=O	5	2	0.7	0.5	0.2	/	-0.2	-1	6
CC1CC(C)CN(C(=O)c2ccncc2)C1 (configuration not stated)	-1	-22	-0.7	0.2	0.5	-0.6	2.8	0	7
Cc1cc(C)c(/C=N/NC(=O)c2nnn(-c3nonc3N)c2CN2CCC(C)CC2)c(C)c1	-2	2	0.2	-0.3	-4.4	-0.3	-0.7	-1	-5
Cc1cc2nc(C3CCN(Cc4nnnn4Cc4cccs4)CC3)[nH]c2cc1C	-2	11	0.9	-0.2	-4.3	-3.1	3.9	2	8
C=CC[C@@H](CC(=O)NCCO)C(=O)N[C@@H](COC(=O)[C@@H](CC=C)CC(=O)OC(C)(C)C)Cc1ccccc1	-3	3	2.2	0.5	-0.2	0.7	-1.6	4	11
Cc1nc2ccccc2nc1N1CCOCC1	-1	-4	-0.5	-0.1	-4.2	0.1	-0.8	-1	9
CCCCOC(=O)c1ccc(NC(=O)C(=O)NCc2ccncc2)cc1	-2	8	-0.3	1.9	-1.4	0.7	2.3	-1	2
COc1ccccc1CNC1CCN(Cc2ccccc2)CC1	/	/	-0.1	/	-1.9	-1.4	-1.2	-1	23
OC(COCc1ccc2c(c1)OCO2)CN1CCN(Cc2ccccc2)CC1 (configuration not stated)	2	-7	0.2	-0.4	0.2	0.4	-1.5	1	7
CCOc1ccc2[nH]c3c(NCCN(C)C)ncnc3c2c1	-9	-14	-0.4	0.4	/	1.9	0.3	16	-1
COc1ccc(NC(=O)CCNC(=O)Cn2cnc3sc4c(c3c2=O)CCCC4)c(OC)c1	6	11	-0.5	0.9	1.6	0.9	/	0	-6
Cc1ccc(C(=O)Sc2cccccc2=O)cc1	7	-18	698*	-1.7	-0.3	-1.1	-1.8	2	14
O=C(CCl)N1N=C(c2ccco2)CC1c1ccco1 (configuration not stated)	-1	1	-0.5	-0.5	-0.2	2.6	0.3	-2	13
CC(=O)c1c(C)nc(-c2ccc(Cl)cc2Cl)n1O	-2	-1	-0.1	-0.1	0.9	1.3	-1.8	0	7
Cc1cccc(N(C)c2cc(C)nc3nc(C)nn23)c1	-5	0	-1.1	-0.4	-0.3	0.4	1.9	-1	13
COc1ccc(C(=O)Nc2cc3c(cc2C#N)OCO3)cc1S(=O)(=O)NCc1ccco1	-11	?	0.4	-0.5	-3.7	0.2	4.2	1	2
COC(=O)NNC(=O)C12CC3CC(CC(C3)C1)C2	-6	-3	0.0	0.0	-1.6	0.9	/	0	2
Cc1cccc(NS(=O)(=O)c2cccc(C(=O)N3CCN(S(=O)(=O)c4ccccc4)CC3)c2)c1	-5	-5	0.3	-0.8	-0.6	3.5	/	1	5
COc1ccccc1N1CCN(CCS(=O)(=O)c2cc(Cl)ccc2Cl)CC1	-1	-1	/	-0.3	-1.0	/	0.0	-1	2
CC(C)CN(C(=O)COC(=O)C12CC3CC(CC(Cl)(C3)C1)C2)c1c(N)n(Cc2ccccc2)c(=O)[nH]c1=O	-2	4	1.0	0.7	-3.5	-2.6	-0.5	-4	5
COc1ccc(N(CC(=O)Nc2cc(C)ccc2C)S(=O)(=O)c2ccccc2[N+](=O)[O-])c(OC)c1	-4	-8	0.0	0.0	0.6	1.6	/	3	-1
O=c1c2ccccc2nc2c3ccccc3c(NCc3cccnc3)nn12	-6	2	0.5	0.3	-0.5	-1.5	/	2	3
Cn1ccc(C(=O)N/N=C/c2cccnc2)n1	-1	2	0.2	-0.2	-3.9	9.1	8.6	-4	-12
CC(=O)Nc1c(-c2ccccc2)nc2ccc(Cl)cn12	3	-7	0.9	-1.7	-0.9	-1.8	-1.0	16	13
CSc1ccc(S(=O)(=O)N2CCC(C(=O)Nc3ccc(NC(C)=O)cc3)CC2)cc1	-1	-12	5.6	-4.1	-2.0	1.3	/	3	-6
COc1cccc(CN2CCN(S(=O)(=O)c3ccc(Br)cc3)CC2)c1	0	-4	1.4	-0.7	0.4	0.1	-2.8	2	6
COc1ccc(N2C(=O)CSC23C(=O)N(CC(=O)NC2CCCC2)c2ccccc23)cc1 (configuration not stated)	2	-7	-0.5	-1.8	-0.9	1.1	0.6	4	-7
N#CCC(=O)N/N=C/c1ccc(N2N=C(c3ccccc3)CC2c2ccccc2)cc1 (configuration not stated)	7	-36	3.1	10	-0.8	4.2	-3.5	85*	4
Cc1ccc(C)c(SCC(=O)Nc2cccc(S(=O)(=O)N3CCOCC3)c2)c1	/	/	-0.8	/	-1.0	/	0.6	1	5
CN(C)C(=O)CCc1ccc2c3c([nH]c2c1)[C@]1(CCc2ccccc2)[C@@H](C(=O)N2CCCCC2)C[C@H](CC(=O)NCCC2=CCCCC2)C(=O)N1CC3	5	7	0.1	-1.1	-0.5	/	-0.2	3	-1
O=C(c1cc(F)ccc1F)C1CCCN(Cc2cccn2-c2ccccn2)C1 (configuration not stated)	-4	2	-0.1	-1.3	0.2	0.0	3.3	4	4
COc1cc(C(=O)NC(=S)N2C[C@H]3C[C@H](C2)c2cccc(=O)n2C3)cc(OC)c1OC	-7	-5	14	0.1	-0.2	-4.0	-0.7	4	7
CC(=O)Nc1ccc(S(=O)(=O)N/N=C/c2cccnc2)cc1	5	0	1.0	1.9	-0.1	2.0	-1.6	2	8
O=C(COc1ccc(S(=O)(=O)Nc2ccccc2)cc1)N1CCOCC1	0	22	0.7	1.5	-0.7	0.2	-1.7	3	10
CCOc1cc(C2NC(=O)CCC2[N+](=O)[O-])cc(Br)c1OC (configuration not stated)	12	-5	0.7	-0.5	-3.1	-0.9	1.3	2	5
CC(C)NC(=O)c1noc2cc([N+](=O)[O-])ccc12	1	-1	-0.6	0.1	1.5	-1.1	-1.8	2	-4
O=C(CSc1n[nH]c(=O)n1-c1cccnc1)Nc1ccccc1Cl	-6	-9	1.5	-2.0	-1.1	3.6	-2.3	0	2
COc1ccc(CCNC(=O)CSC2=Nc3ccccc3C3=NC(C(C)C)C(=O)N23)cc1OC (configuration not stated)	-4	-16	-2.3	-2.4	-0.9	-1.9	-1.0	-2	11
Cc1c(/C=N/NC(=O)c2cc(C(C)(C)C)[nH]n2)c2ccccc2n1C	-6	?	-1.1	2.1	-4.8	1.7	-0.3	-1	-12
CC(=O)c1ccc(NC(=S)N2CCN(CCO)CC2)cc1	14	?	0.9	-1.7	-1.1	0.7	6.4	-2	8
COCCn1c(SCC(=O)Nc2cc(C)nn2-c2ccccc2)nnc1-c1ccncc1	0	2	0.3	0.0	-0.8	-3.1	/	-1	3
Cc1[nH]ccc(=O)c1OCC(=O)O	-9	3	0.1	-0.6	-1.1	1.9	/	2	0
Cc1ccc2c(C)c(C(=O)N3CCN(Cc4ccccn4)CC3)oc2c1C	1	2	0.2	1.5	-0.4	4.4	0.4	-3	4
COC(=O)Cn1nnc(-c2cccc(OC)c2)n1	7	1	-0.4	-0.8	-0.8	0.4	-2.0	3	5
CC(C)N(C(=S)Nc1cc(S(=O)(=O)N2CCOCC2)ccc1Cl)c1ccccc1	-3	-7	-0.2	0.0	-1.2	/	-1.0	0	-5
C=CCn1c(SCc2ccc(Cl)cc2)nc2cc(C(=O)N3CCC(C(N)=O)CC3)ccc2c1=O	-2	-13	-0.5	0.5	-1.6	/	5.6	2	11
O=C(NC(Cc1c[nH]c2ccccc12)C(=O)NCc1ccc(F)cc1)OCc1ccccc1 (configuration not stated)	-2	-5	-0.4	-0.5	-1.2	-1.5	-4.5	2	7
Cc1ccccc1CS(=O)(=O)CC1(O)CCN(C(=O)c2cccc(C(F)(F)F)c2)CC1	-6	7	-1.7	5.6	-1.3	-3.4	-1.0	-1	10
COc1ccc(C(=O)NNC(=O)CCCCC(=O)NNC(=O)c2ccc(OC)cc2)cc1	-3	-4	1.0	-0.2	2.1	-0.1	/	2	-1
CN(C)c1ccccc1-c1csc(N2CCC(C(N)=O)CC2)n1	-3	0	0.2	-0.2	-2.3	1.7	-2.3	-3	0
Cc1ccc(NC(=O)c2cc([N+](=O)[O-])ccc2NCc2cccnc2)cc1	-20	-2	2.8	-1.4	-6.7	1.3	-0.3	-2	17
Cc1c(C(=O)NCc2ccccn2)oc2ccc(S(=O)(=O)N3CCC4(CC3)OCCO4)cc12	3	-4	0.3	-1.2	0.1	-0.1	/	1	2
CSc1ccc(C(=S)N2CCCC2)cc1	/	/	0.3	/	-0.9	2.0	-0.3	4	14

The last four compounds of the part before open the next one:
SMILES	Anthrax LF inh2	BoNT-F LC inh	PfHsp40 rescue	BoNT-A LC inh2	FadD28 binding	Mtb UGM inh	BioA inh	Mtb FBA inh	GDH-TPI counter
CN(C)c1ccccc1-c1csc(N2CCC(C(N)=O)CC2)n1	-3	0	0.2	-0.2	-2.3	1.7	-2.3	-3	0
Cc1ccc(NC(=O)c2cc([N+](=O)[O-])ccc2NCc2cccnc2)cc1	-20	-2	2.8	-1.4	-6.7	1.3	-0.3	-2	17
Cc1c(C(=O)NCc2ccccn2)oc2ccc(S(=O)(=O)N3CCC4(CC3)OCCO4)cc12	3	-4	0.3	-1.2	0.1	-0.1	/	1	2
CSc1ccc(C(=S)N2CCCC2)cc1	/	/	0.3	/	-0.9	2.0	-0.3	4	14
CC(=O)Nc1ncc(Cc2ccc(Cl)cc2Cl)s1	-6	-1	-2.5	0.2	-1.9	-4.2	-3.4	1	6
O=c1[nH]c(=O)n(Cc2ccco2)c2c1C(C(F)(F)F)(C(F)(F)F)N=C(Cc1ccccc1)N2	-1	3	-0.3	0.5	-4.3	-2.2	-1.1	-2	3
Cc1cc(C)c(NC(=S)N(CCN(C)C)Cc2cccs2)c(C)c1	-8	-7	-0.6	-0.6	-1.3	-0.6	3.9	0	-5
CCC(C(=O)OCC(=O)c1ccc(OC)cc1OC)c1ccccc1 (configuration not stated)	-12	-1	1.2	0.3	-6.1	2.2	-2.2	1	6
O=C(CN1C(=O)NC2(CCCCCCC2)C1=O)NCc1cccs1	-1	1	0.4	0.1	-2.7	1.4	2.3	-3	-6
Cc1cccnc1NC(=O)C1CCC1	/	/	-2.2	/	-0.3	-1.3	2.2	2	2
S=c1[nH]nc(-c2ccc3ccccc3n2)n1-c1ccccc1Cl	-3	-2	0.1	0.4	-0.6	-3.3	/	0	14
CCCCN1CCC(C#N)(Nc2ccccc2)CC1	0	-6	-1.1	-3.9	-2.1	-0.4	-0.5	1	-3
O=C(CSc1nnnn1-c1ccc(F)cc1)Nc1ccccc1F	14	-1	-0.5	-1.1	-0.3	-3.2	-0.9	-2	-3

Entries listed so far containing a CF3 group (2):
SMILES	Anthrax LF inh2	BoNT-F LC inh	PfHsp40 rescue	BoNT-A LC inh2	FadD28 binding	Mtb UGM inh	BioA inh	Mtb FBA inh	GDH-TPI counter
Cc1ccccc1CS(=O)(=O)CC1(O)CCN(C(=O)c2cccc(C(F)(F)F)c2)CC1	-6	7	-1.7	5.6	-1.3	-3.4	-1.0	-1	10
O=c1[nH]c(=O)n(Cc2ccco2)c2c1C(C(F)(F)F)(C(F)(F)F)N=C(Cc1ccccc1)N2	-1	3	-0.3	0.5	-4.3	-2.2	-1.1	-2	3
